BCLXL inh – Bcl-xL (human) inhibition | Q07817 | actives 0.7% (n = 320,000) | GST-Bcl-xL / FITC-Bim BH3 peptide fluorescence polarization | inhibition, % at 10.9 µM;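 active means inhibition above the mean of all tested compounds plus 3 SD, cutoff set per campaign, cut at about 30% in these data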;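 further: 0% = DMSO wells and 100% = unlabeled Bim-BH3 peptide competitor; inhibitors lower millipolarization by displacing the labeled peptide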
Target sequence (Q07817 whole entry, looked up): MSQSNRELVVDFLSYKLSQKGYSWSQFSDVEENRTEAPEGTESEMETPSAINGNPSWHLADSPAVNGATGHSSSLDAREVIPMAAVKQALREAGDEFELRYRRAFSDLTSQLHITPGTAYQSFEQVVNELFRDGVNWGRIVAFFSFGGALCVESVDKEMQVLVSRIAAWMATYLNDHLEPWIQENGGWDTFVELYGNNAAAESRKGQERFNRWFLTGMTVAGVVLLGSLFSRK
GRK2 inh – human GRK2 inhibition via aptamer displacement; P25098; bead flow cytometry, FAM-aptamer displacement from GRK2; inhibition of aptamer binding, % at 10 µM; actives 0.59% (n = 330,000); AID 488847;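 active means inhibition of aptamer binding above 40%, roughly 3 SD of noise, on plates passing a quality check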;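 further: median bead fluorescence of bound FAM aptamer so fluorescent compounds give negative values; no value below 0 was filed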
CIT2 TOR yeast – alters CIT2-GFP fluorescence in TOR pathway yeast screen | GFP response vs DMSO, % at 10 µM | AID 2029 | S. cerevisiae CIT2-GFP strain, flow cytometry, 3 h; 100 means same as DMSO wells | actives 0.065% (n = 320,000);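 active means GFP response relative to DMSO above a set limit, near the screen mean plus 3 SD, cut at about 150% in these data; inconclusive means Fewer than 70 cells measured for a yeast strain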;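 further: ratio of well median GFP fluorescence to mean of DMSO wells on the plate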
VLA-4 inh – inhibition in a human VLA-4 binding assay; P13612; VLA-4 expressing cells, ligand binding flow cytometry; inhibition, % (about 7 µM as worked out from the volumes in the protocol); actives 0.2% (n = 330,000); AID 2557; in the data active means inhibition above about 50%
GLD-1 RNA inh – GLD-1-TGE RNA interaction inhibition (C. elegans) | purified GLD-1 + fluorescein TGE RNA, fluorescence polarization | inhibition, % at 5.96 µM | actives 0.44% (n = 320,000);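 active means percent inhibition above a per-plate cutoff, the plate mean of test compounds plus 3 SD, cut at about 30% in these data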;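 further: 0% = DMSO wells with GLD-1 and probe and 100% = wells lacking GLD-1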
MCL1 BIM primary – inhibitors of human MCL1 binding to BIM-BH3 peptide; Q07820; GST-MCL1 / FITC-Bim-BH3 fluorescence polarization; inhibition, % at 10.9 µM; actives 0.68% (n = 320,000); AID 2057;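 active means inhibition above the mean inhibition of all tested compounds plus 3 SD, set per campaign, cut at about 40% in these data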;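 further: 0% = DMSO wells and 100% = unlabeled Bim-BH3 peptide control; higher means more loss of mP so more displacement of Bim peptide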
Target sequence (Q07820 whole entry, looked up): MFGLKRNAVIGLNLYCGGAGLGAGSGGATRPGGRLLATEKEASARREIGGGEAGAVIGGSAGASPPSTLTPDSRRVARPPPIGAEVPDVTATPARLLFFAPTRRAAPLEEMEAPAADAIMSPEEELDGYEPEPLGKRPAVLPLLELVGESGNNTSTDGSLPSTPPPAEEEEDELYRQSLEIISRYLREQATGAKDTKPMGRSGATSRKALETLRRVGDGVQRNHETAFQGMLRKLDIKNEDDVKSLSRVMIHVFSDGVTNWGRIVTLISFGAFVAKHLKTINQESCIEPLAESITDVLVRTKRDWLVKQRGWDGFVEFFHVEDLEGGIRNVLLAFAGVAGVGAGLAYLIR
MEX-5 binding – C. elegans MEX-5 TCR-2 RNA binding activity; AID 1832; actives 0.38% (n = 300,000); activity score (negative = inhibition of binding), % at 10 µM; MEX-5/FITC-TCR2 RNA binding, fluorescence polarization; hits give low values;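 active means inhibition past about -25% in most replicates, and total fluorescence under double the plate's negative control median, limit read from the data; inconclusive means replicates evenly split on the limit, or fluorescence at least double controls; inactive means too little inhibition in most replicates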;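 further: 0% = DMSO and -100% = 5 µM competing unlabeled TCR2 RNA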
Target sequence (Q9XUB2 whole entry, looked up): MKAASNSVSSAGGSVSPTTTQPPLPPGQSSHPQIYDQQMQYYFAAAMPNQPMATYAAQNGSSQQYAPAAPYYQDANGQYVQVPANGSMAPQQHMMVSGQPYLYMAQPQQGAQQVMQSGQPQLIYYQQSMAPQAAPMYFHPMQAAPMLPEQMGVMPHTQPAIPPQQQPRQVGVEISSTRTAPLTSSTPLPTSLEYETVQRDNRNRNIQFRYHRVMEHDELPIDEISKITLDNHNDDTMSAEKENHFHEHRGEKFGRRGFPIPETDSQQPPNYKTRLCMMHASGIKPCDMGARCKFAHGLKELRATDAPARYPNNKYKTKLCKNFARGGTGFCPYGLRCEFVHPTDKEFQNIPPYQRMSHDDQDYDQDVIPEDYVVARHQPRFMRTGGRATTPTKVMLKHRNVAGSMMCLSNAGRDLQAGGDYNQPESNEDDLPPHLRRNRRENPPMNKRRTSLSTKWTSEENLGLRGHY
Fam108B counter – counter-screen for RBBP9 inhibitors: inhibitors of mouse Fam108B. inhibition, % at 9.51 µM. actives 0.33% (n = 300,000). recombinant Fam108B, FP-Rh probe fluorescence polarization. AID 1947;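 active means inhibition above the screen mean inhibition plus 3 SD, computed separately per campaign, cut at about 18% in these data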;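 further: inhibitors lower polarization as less probe binds the enzyme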
AGP1-GFP MLPCN – alters AGP1-GFP fluorescence in TOR pathway yeast screen; S. cerevisiae AGP1-GFP multiplex flow cytometry, 3 h; GFP as percent of DMSO wells; GFP response vs DMSO, % at 10 µM; actives 0.02% (n = 320,000);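 active means GFP response relative to DMSO above a set limit, near screen average plus 3 SD, cut at about 150% in these data; inconclusive means fewer than 70 cells counted for the yeast strain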;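 further: median GFP channel fluorescence of the gated AGP1 strain per well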
The depositor's hits bear a star; u = inconclusive; x = not tested or not shown; [ ] = another dose, or the depositor's remark.

SMILES	BCLXL inh	GRK2 inh	CIT2 TOR yeast	VLA-4 inh	GLD-1 RNA inh	MCL1 BIM primary	MEX-5 binding	Fam108B counter	AGP1-GFP MLPCN
COc1ccc(C(=O)NNC(=O)CCn2nnc(-c3ccc(Cl)cc3)n2)cc1OC	-3	0	106	-6	0	-7	-1.2	1	101
CC(=O)c1ccc(-c2ccc([C@H]3[C@@H]4C=CCC[C@@]4(C)C(=O)N3Cc3ccccc3)c(F)c2)cc1	-3	0	95	32	13	-7	-2.4	1	102
O=C(CNC(=O)c1ccccc1)N/N=C/c1ccc([N+](=O)[O-])s1	3	2	103	-2	-1	-3	-2.5	-2	97
O=C(Nc1ccc(Cl)c(Cl)c1)Nc1nnc(CC2=CCCCC2)s1	-1	1	103	0	3	9	-1.6	1	95
Cc1ccc(CCCOC(=O)CN2CCCCC2)cc1	7	1	91	0	7	9	-0.9	-8	80
CC1CCc2sc3nc(NCc4ccco4)n4ncnc4c3c2C1 (centres undefined)	7	1	92	4	-1	3	2.6	2	100
CCOc1ccccc1N1CCN(C(=O)c2cccc(S(=O)(=O)N3CCOCC3)c2)CC1	0	4	106	36	-1	2	x	x	108
COc1ccc(CN2CCN(C(=O)C3CC(=O)N(C4CCCCCC4)C3)CC2)c(OC)c1OC (centres undefined)	7	0	97	1	6	7	3.7	-6	95
O=c1oc2c3c4c(cc2c2c1CCC2)OCCN4CCC3	29	0	91	-2	9	19	x	3	96
Cc1cc(C)c2nc(N(CCCN(C)C)C(=O)c3ccc4c(c3)CCCC4)sc2c1	-2	0	88	0	-1	5	3.3	0	103
O=c1o[nH]c(-c2ccccc2)c1C=Nc1ccc(Cl)cc1	3	0	103	1	7	2	-1.4	-1	91
COc1ccccc1-c1cc(SC)c(C#N)c(=O)o1	4	0	98	5	0	13	-2.2	0	96
CSc1ncc(CN2CCN(C(C)C)C(CCO)C2)cn1 (centres undefined)	8	0	100	-5	3	2	-1.8	0	96
N#Cc1ccc(CSc2nnc(Nc3ccccc3)s2)cc1	-7	1	84	4	-1	-12	0.6	-9	93
Cc1cc(C)c2c(CN3CCCCC3)cc(=O)oc2c1	2	0	105	9	0	0	2.6	2	102
COC(=O)Cn1c(C(F)(F)F)nc2ccccc21	-1	1	89	16	-2	-2	-2.2	-1	110
Cc1ccc(-c2cc(C(=O)NN3CCOCC3)c3cc(Br)ccc3n2)o1	7	1	99	-4	5	10	-0.9	3	97
CCN1CCN(C(=S)c2ccc(Cl)cc2)CC1	10	0	107	26	6	10	-1.4	-2	108
COc1ccc(/C=C2\SC(=S)N(CC(=O)N3CCN(C)CC3)C2=O)cc1	0	0	86	15	6	11	0.3	2	98
O=C1NC(c2ccc(-c3ccccc3[N+](=O)[O-])o2)C(C(=O)c2ccc(Cl)cc2)C(O)(C(F)(F)F)N1 (centres undefined)	4	5	98	-6	7	7	0.3	0	99
CCCCNS(=O)(=O)c1ccc2nc(SCC(=O)Nc3cc(C)cc(C)c3)[nH]c2c1	0	14	102	30	6	-5	-0.6	-25	99
CCOc1ccc(-c2cc3nc(C4CCN(C(=O)OC(C)(C)C)CC4)c(C(=O)O)cn3n2)cc1	1	0	97	-10	5	9	-3.6	-3	95
COC(=O)c1ccccc1OCC(=O)N1CCN(c2ccc(Cl)cc2)CC1	1	1	106	28	3	0	1.7	-4	102
COc1cccc(OC)c1C(=O)Nc1ccccc1N1CCCCC1	4	x	105	11	5	-4	-2.3	-5	94
Cc1cnc(CN(C)Cc2c(C(=O)N3CCc4ccccc4C3)nc3ccc(Cl)cn23)[nH]1	2	0	84	-1	0	3	3.8	7	x

New compounds follow.
SMILES	BCLXL inh	GRK2 inh	CIT2 TOR yeast	VLA-4 inh	GLD-1 RNA inh	MCL1 BIM primary	MEX-5 binding	Fam108B counter	AGP1-GFP MLPCN
CCCC1=Nc2cc(C(=O)NCCN3CCOCC3)ccc2Sc2ccc(C)cc21	0	0	112	-5	3	-5	-0.9	-3	108
CC(C)CNC(=O)COC(=O)c1n[nH]c2ccccc12	4	0	102	9	8	3	3.2	2	103
Cc1c(Cl)cnc(NC(=O)COC(=O)c2ccc([N+](=O)[O-])s2)c1Cl	42*	19	106	-6	19	61*	0.4	4	95
O=C(NC1(C(F)(F)F)NC(=O)N(C2CCCCC2)C1=O)C1CC1 (centres undefined)	3	2	98	2	1	2	1.0	-6	105
NS(=O)(=O)c1ccc(NC(=S)NCC2CCCO2)cc1 (centres undefined)	9	0	91	0	4	16	1.1	0	103
CCCOC(=O)c1ccc(NC(=O)COC)cc1	10	0	u	-7	11	7	1.0	0	25[may fluoresce violet]
O=C(COC(=O)c1cccc(Cl)c1)NC1CCCCCCC1	2	2	88	10	-1	5	x	x	94
CC(=O)N1CCc2c(sc(NC(=O)CCS(=O)(=O)c3ccccc3)c2C#N)C1	8	0	96	-17	0	1	0.0	0	98
CN1c2ccc(Cl)cc2C(=O)NC1c1ccc([N+](=O)[O-])s1 (centres undefined)	3	0	100	4	-6	3	-0.2	1	97
CC(=O)c1cccc(NC(=S)NC(=O)c2ccccc2Br)c1	2	0	99	23	0	9	0.5	-2	92
COC(=O)C(C)(C)ONC(=O)Nc1ccccc1Br	-3	2	101	16	6	-5	2.8	-6	95
CCCCNC(=O)COc1ccccc1[N+](=O)[O-]	2	1	93	-3	1	-5	1.1	7	91
N#Cc1nc(Cc2cccc3ccccc23)oc1N1CCOCC1	-1	1	96	4	5	1	0.0	0	99
CN(C(=O)c1ccc(-c2nn(C)c(=O)c3ccccc23)cc1)c1ccccc1	-1	1	106	-11	-5	0	0.2	-3	100
O=C(NC(Cc1c[nH]c2ccccc12)c1nnc2n1CCCCC2)c1ccc(Cl)cc1 (centres undefined)	-2	3	95	12	5	-5	0.5	-5	95
CCOc1ccc(NC(=O)C(C)Oc2ccccc2C(=O)Nc2ccc(C)c(Cl)c2)cc1 (centres undefined)	6	0	90	7	10	6	-0.9	-29	100
COc1ccc(NC(=O)CSc2nnc(C)c3ccccc23)cc1	9	0	99	2	-32	8	-9.6	1	96
CCOC(=O)c1[nH]c2ccccc2c1NC(=O)Nc1ccc(OC)cc1	1	0	96	5	6	3	-1.4	-3	106
Cc1cc(C(=O)CSc2nnc(-c3ccncc3)n2-c2ccccc2)c(C)n1C	12	1	u	24	16	10	-0.6	-1	u
C/C(=N\N1CCN(c2ccccc2)CC1)c1cccs1	5	13	103	-2	4	-2	-0.5	-5	102
O=C(CSc1nnc(-c2ccc(OC(F)F)cc2)o1)N1CCOCC1	1	0	97	-2	6	-4	0.4	0	96
O=C(NCCCn1ccnc1)C(Cc1ccccc1)N1C(=O)c2ccccc2C1=O (centres undefined)	-3	2	104	10	1	0	1.5	0	100
COc1ccc2oc(=O)c(C(=O)N3CCCc4ccccc43)cc2c1	0	0	102	22	11	3	-0.1	-2	113
CCCN(CCC)C(=O)Cn1c(=O)c2ccccc2n2c(=S)sc(-c3ccccc3C)c12	-5	10	104	-18	-3	-12	-9.7	3	107
CCOC(=O)c1ccccc1N/C=C/C(=O)c1ccccc1	3	0	95	1	9	1	0.3	6	91

(more compounds)
SMILES	BCLXL inh	GRK2 inh	CIT2 TOR yeast	VLA-4 inh	GLD-1 RNA inh	MCL1 BIM primary	MEX-5 binding	Fam108B counter	AGP1-GFP MLPCN
CC(C)OC(=O)C1=C2SCC(=O)N2C(N)=C(C#N)C1	37*	13	x	-13	0	2	2.6	-2	112
O=C(COC(=O)c1ccc(Br)o1)NCCNC(=O)COC(=O)c1ccc(Br)o1	-5	1	102	1	3	-2	-1.4	2	103
CC1=NN(c2ccccc2)C(=O)/C1=C/c1c(O)n(-c2ccc(F)c(Cl)c2)[nH]c1=O	10	2	101	-2	6	5	0.3	67*	110
Cc1cc(=O)oc2c(C)c(OCC(=O)Nc3cccnc3)ccc12	4	2	92	8	-4	6	-2.1	-2	94
COC(=O)C(CCCCN1C(=O)C2C3C=CC(C3)C2C1=O)N1C(=O)C2C3C=CC(C3)C2C1=O (centres undefined)	-3	2	100	4	3	5	0.0	-3	107
CCc1ccccc1NC(=O)c1cc(S(=O)(=O)N(C)C)ccc1N1CCCC1	-6	1	91	7	1	-18	0.6	2	82
O=C(NCCc1ccccc1F)C1CCCN1S(=O)(=O)c1ccc2ccccc2c1 (centres undefined)	40*	1	94	-2	2	1	2.3	0	93
COc1cc(C(=O)Nc2ccc(NC(=O)c3ccccc3)nc2)cc(OC)c1OC	7	0	102	2	8	1	3.3	-4	94
O=C(O)/C=C/C(=O)NC1CCCCC1	1	0	107	5	-4	3	-0.1	8	107
CCS(=O)(=O)N1CCN(c2ccc(C(=O)NC3C4CC5CC(C4)CC3C5)cc2[N+](=O)[O-])CC1 (centres undefined)	1	2	106	6	5	-2	1.8	-7	102
O=C(NCCCNCc1ccccc1)/C(=N\O)c1ccccc1	-1	0	93	5	6	-2	x	0	101

Entries shown so far that contain a Cl atom:
SMILES	BCLXL inh	GRK2 inh	CIT2 TOR yeast	VLA-4 inh	GLD-1 RNA inh	MCL1 BIM primary	MEX-5 binding	Fam108B counter	AGP1-GFP MLPCN
COc1ccc(C(=O)NNC(=O)CCn2nnc(-c3ccc(Cl)cc3)n2)cc1OC	-3	0	106	-6	0	-7	-1.2	1	101
O=C(Nc1ccc(Cl)c(Cl)c1)Nc1nnc(CC2=CCCCC2)s1	-1	1	103	0	3	9	-1.6	1	95
O=c1o[nH]c(-c2ccccc2)c1C=Nc1ccc(Cl)cc1	3	0	103	1	7	2	-1.4	-1	91
CCN1CCN(C(=S)c2ccc(Cl)cc2)CC1	10	0	107	26	6	10	-1.4	-2	108
O=C1NC(c2ccc(-c3ccccc3[N+](=O)[O-])o2)C(C(=O)c2ccc(Cl)cc2)C(O)(C(F)(F)F)N1 (centres undefined)	4	5	98	-6	7	7	0.3	0	99
COC(=O)c1ccccc1OCC(=O)N1CCN(c2ccc(Cl)cc2)CC1	1	1	106	28	3	0	1.7	-4	102
Cc1cnc(CN(C)Cc2c(C(=O)N3CCc4ccccc4C3)nc3ccc(Cl)cn23)[nH]1	2	0	84	-1	0	3	3.8	7	x
Cc1c(Cl)cnc(NC(=O)COC(=O)c2ccc([N+](=O)[O-])s2)c1Cl	42*	19	106	-6	19	61*	0.4	4	95
O=C(COC(=O)c1cccc(Cl)c1)NC1CCCCCCC1	2	2	88	10	-1	5	x	x	94
CN1c2ccc(Cl)cc2C(=O)NC1c1ccc([N+](=O)[O-])s1 (centres undefined)	3	0	100	4	-6	3	-0.2	1	97
O=C(NC(Cc1c[nH]c2ccccc12)c1nnc2n1CCCCC2)c1ccc(Cl)cc1 (centres undefined)	-2	3	95	12	5	-5	0.5	-5	95
CCOc1ccc(NC(=O)C(C)Oc2ccccc2C(=O)Nc2ccc(C)c(Cl)c2)cc1 (centres undefined)	6	0	90	7	10	6	-0.9	-29	100
CC1=NN(c2ccccc2)C(=O)/C1=C/c1c(O)n(-c2ccc(F)c(Cl)c2)[nH]c1=O	10	2	101	-2	6	5	0.3	67*	110
